# Compound activity: PubChem, National Center for Advancing Translational Sciences (NCATS)
# TRPV1 agonist: agonists of human vanilloid receptor 1 (TRPV1); Q8NER1; TRPV1-expressing cells, Fluo-8 calcium influx, agonist mode; activation, % at 8.33 µM; 0.19% of 320,000 active; AID 540275; in the data active = activation above about 80%; inconclusive = between about 30% and that limit; also: 0% is about no effect
#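 Cells expressing TRPV1 were dye-loaded with Fluo-8 and read kinetically: 10 s baseline, 3 min after compound (agonist portion), then 2 min after EC20 capsaicin (allosteric enhancer portion). Calcium-bound dye fluorescence at 480/520 nm.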
# a7 integrin act: activators of alpha7 integrin expression for muscular dystrophy; 0.064% of 350,000 active; alpha7betagal myoblasts, beta-gal FDG fluorescence, 48 h; Potency, µM (series often up to 38.3 µM), for the others: at the top dose activation, most hits filed as activators; AID 624291;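 also: potency is read from the fitted curve at half-maximal effect; 100% = response of the positive control SU9516; nearly all actives have a fitted effect of over 60% in size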
#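 Alpha7betagal+/- myoblasts (passage 13) were plated 16-24 hr, then exposed to compounds (1:260 dilution of DMSO stock) for 48 hours at 37C. After MPER lysis, β-galactosidase reporter activity was read as FDG fluorescence (ex 480/em 540) after 30 minutes.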
# BRCA1 expr up: activators of BRCA1 expression; MCF7-BRCA1-FFLuc reporter, luminescence, 48 h; response scale: scaled: vehicle 0%, 10 µM genistein 100%; Potency, µM (doses to about 46.1 µM), without a hit: at the top dose activation, most hits filed as activators; 1.1% of 380,000 active; AID 624202; also: potency is read from the fitted curve at half-maximal effect; nearly all actives have a fitted effect of over 80% in size; some results filed as inactive show a strong effect at the top dose
#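 MCF7-BRCA1-FFLuc cells, 2000/well in phenol-red-free MEM, attached 2 h then treated 48 h at 37 C. Luciferase luminescence read 15 min after reagent; normalized to genistein maximum activation (10microM) and DMSO, concentration-response fitted.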
# p53 reactivation: re-activators of mutant p53. H1299 p53-A138V BP100-luciferase reporter, luminescence, 24 h. Potency, µM (series often up to 92.2 µM), for the others: at the highest dose activity change, positive = activation, actives largely listed as activators. 0.063% of 320,000 active. AID 504706; also: potency is read from the fitted curve at half-maximal effect; % of control where 0% means no effect; nearly all actives have a fitted effect of over 45% in size
#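 H1299 (p53-null), stable ts p53-A138V + BP100-Luc; 1000 cells/well, Opti-MEM/10% FBS; cpd 4 pt, 1:5; 24 h, 37 deg C, 5% CO2; detection reagent 10 min RT; luminescence.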
# ASM inhibitor: inhibitors of human secretory acid sphingomyelinase | placental ASM, HMU-PC fluorogenic substrate, 60 min | Potency, µM (titrated, usually from 57.5 µM), inactives show top-dose activity change, negative = inhibition, most hits filed as inhibitors | 0.006% of 340,000 active; also: potency is read from the fitted curve at half-maximal effect
#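 Fluorogenic HMU-PC substrate (9 uM final) is turned over by placental ASM in 60 min at 37 C after a 10 min compound preincubation. Reaction ended by alkaline stop (pH 10), with fluorescence read at 386/447 nm.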
# Eya2 phos inh: inhibitors of human Eya2 phosphatase activity | Potency, µM (titrated, usually from 76.9 µM), inactives show at the highest dose activity, negative = inhibition, actives largely listed as inhibitors | 0.006% of 330,000 active | recombinant Eya2, OMFP fluorescence dephosphorylation (OMFP is methylfluorescein phosphate) | O00167; also: potency is read from the fitted curve at half-maximal effect; % is scaled to controls: 0 for no effect and ±100 for the full control effect
# Target sequence (O00167 whole entry, looked up): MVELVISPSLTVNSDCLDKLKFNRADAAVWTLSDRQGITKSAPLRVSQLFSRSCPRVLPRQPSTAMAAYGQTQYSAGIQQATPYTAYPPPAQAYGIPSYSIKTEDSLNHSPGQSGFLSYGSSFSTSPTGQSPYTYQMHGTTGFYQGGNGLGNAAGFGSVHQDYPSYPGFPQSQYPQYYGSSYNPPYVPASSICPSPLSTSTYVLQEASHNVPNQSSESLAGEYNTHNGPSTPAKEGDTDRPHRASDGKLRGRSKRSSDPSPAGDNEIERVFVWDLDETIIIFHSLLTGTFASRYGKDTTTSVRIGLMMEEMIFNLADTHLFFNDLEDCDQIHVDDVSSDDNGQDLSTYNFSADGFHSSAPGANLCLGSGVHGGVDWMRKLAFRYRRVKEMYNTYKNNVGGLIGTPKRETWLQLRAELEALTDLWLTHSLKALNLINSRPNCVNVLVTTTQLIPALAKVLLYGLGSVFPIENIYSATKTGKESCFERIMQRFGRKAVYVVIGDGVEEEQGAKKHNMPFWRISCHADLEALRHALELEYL
#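 Eya2 protein (added as 0.2 uM solution) was preincubated with compound for 10 min at ambient temperature in 50 mM HEPES pH 7.5, 50 mM NaCl, 5 uM MgCl2, 0.05% BSA, 1 mM DTT. OMFP (added at 50 uM) then reacted 10 min; fluorescence read at 485/525 nm.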
# uPA generation: cell surface uPA generation inhibition | cell surface uPA generation assay, qHTS | Potency, µM (top dose mostly 38.3 µM), for the others: at the highest dose activity change, negative = inhibition, hits mostly inhibitors | 0.31% of 330,000 active | AID 540303; active = well fitted inhibition curve with a large enough effect; inconclusive = small, poorly fitted or top-dose-only effect; inactive = no such curve, though single readings can be large or run the other way; tested in mouse RAW 264.7 cells; also: potency is read from the fitted curve at half-maximal effect; % is scaled to controls: 0 for no effect and ±100 for the full control effect; nearly all actives have a fitted effect of over 55% in size
# TSG101-PTAP inh: blocks PTAP/TSG101 interaction to inhibit HIV-1 budding; Potency, µM (top dose mostly 115 µM), inactives show at the highest dose activity change, negative = inhibition, usual class: inhibitors; Fluorescence polarization, FITC-PTAP peptide / Tsg101 binding; 340,000 tested, under 10 active; AID 493005; active = well fitted inhibition curve with a large enough effect in the main read-out, with a control signal flat, not every such curve was filed as active; inconclusive = small, poorly fitted or top-dose-only effect, or effect the other way, or a change in a side signal; inactive = no such curve, though single readings can be large or run the other way; also: potency is read from the fitted curve at half-maximal effect; % of control where 0% means no effect
# Target sequence (Q99816 whole entry, looked up): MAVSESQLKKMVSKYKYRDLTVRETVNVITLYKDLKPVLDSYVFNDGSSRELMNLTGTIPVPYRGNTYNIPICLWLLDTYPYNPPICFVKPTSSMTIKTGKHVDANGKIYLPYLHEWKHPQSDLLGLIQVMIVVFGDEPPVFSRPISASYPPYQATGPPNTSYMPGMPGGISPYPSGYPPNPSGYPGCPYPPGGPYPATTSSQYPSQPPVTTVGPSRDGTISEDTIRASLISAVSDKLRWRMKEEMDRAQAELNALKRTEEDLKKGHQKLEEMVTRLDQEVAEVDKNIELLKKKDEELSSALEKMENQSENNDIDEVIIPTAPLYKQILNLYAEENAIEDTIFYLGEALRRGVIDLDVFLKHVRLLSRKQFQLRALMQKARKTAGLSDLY
#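 Fluorescence polarization binding of Tsg101 binding domain (10 uM final) to FITC-labeled PTAP peptide (50 nM final) in HEPES pH 7.5 buffer with NaCl, Tween 20, EDTA, TCEP. Compounds added before peptide; binding 20 min at RT.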
# B2AR arrestin: agonists driving beta-arrestin recruitment to human beta2-adrenergic receptor; P07550; 0.02% of 330,000 active; AID 492947; beta-arrestin recruitment to beta2AR, cell-based reporter; Potency, µM (titrated, usually from 46.1 µM), for inactives: at the top dose activation, usual class: activators;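 also: potency is read from the fitted curve at half-maximal effect; 0% = DMSO controls and full agonism = EC100 isoproterenol or metaproterenol; nearly all actives have a fitted effect of over 65% in size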
# USP2a inh: USP2a (human) protease inhibition; 0.01% of 330,000 active; USP2 core, Ub-CHOP2 coupled fluorogenic reporter, 485/531; Potency, µM (titrated, usually from 38.3 µM), for inactives: at the highest dose activity change, negative = inhibition, actives largely listed as inhibitors; O75604;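 also: potency is read from the fitted curve at half-maximal effect; plate controls were DMSO wells for no effect and full inhibition by NEM control for full effect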
#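 Cell-free coupled assay: 10nM USP2 core preincubated 30min RT with compound in Tris-HCl pH 8.0/CaCl2/CHAPS buffer, then 25nM Ub-CHOP2 and 25nM reporter substrate; fluorescence (Ex 485/Em 531) read after 60min RT, normalized to NEM inhibition, concentration-response curves fitted.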
# ELG1 genotoxic: inducers of genotoxicity in HEK293T ELG1-luciferase cells. HEK293T ELG1-luciferase reporter, luminescence, 16 h. Potency, µM (top dose mostly 46 µM), for inactives: at the highest dose activity change, positive = activation, usual class: activators. 1.3% of 330,000 active; also: potency is read from the fitted curve at half-maximal effect; % of control where 0% means no effect; nearly all actives have a fitted effect of over 60% in size
#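 Quantitative HTS format in 1536-well plates. HEK293T ELG1-luciferase reporter cells receive test compound and are incubated 16 hr at 37 °C, 5% CO2; ONE-Glo added, 30 min room temperature, then luminescence read.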
# * hit, by the source's call; ? = inconclusive; . = no result given; [ ] = remark or other dose. Unless noted, calls follow the shape of the dose curve; as a rule, active = well fitted curve in the direction sought with a large enough effect; inconclusive = small, poorly fitted or top-dose-only effect, or another doubt; inactive = no such curve, though single readings can be large; an effect the other way counts as inactive or inconclusive. Rows are unselected (roughly 2.6% active in at least one column).
SMILES,TRPV1 agonist,a7 integrin act,BRCA1 expr up,p53 reactivation,ASM inhibitor,Eya2 phos inh,uPA generation,TSG101-PTAP inh,B2AR arrestin,USP2a inh,ELG1 genotoxic
COc1cccc2cc(C(N)=O)/c(=N\NC(=O)c3ccccc3)oc12,5,0%,56%,?,3%,-3%,-11%,0%,0.1%,1%,?
c1ccc(-n2nnnc2SCCCSc2nc3ccccc3s2)cc1,4,-37%,-5%,23%,2%,9%[15.4 µM],3%,0%,0.2%,2%,2%
O=C(c1nn(-c2ccccc2)c(=O)c2ccccc12)N1CCN(c2ccccn2)CC1,6,-18%,0%,-1%,0%,-4%,.,2%,0.0%,2%,0%
Cc1cccc(C(=O)NC2=NCCS2)c1,-1,31%,-20%,6%,1%,-4%,-12%,-7%,-0.8%,2%,?
CCOC(=O)C1=CN(Cc2cccc(-c3ccc(F)cc3)c2)S(=O)(=O)N(C)C1C (centres undefined),.,6%,-4%,15%,7%,-10%,-4%,0%,-0.5%,-6%,-5%
Cc1ccccc1NC(=O)Cc1nc(COC(=O)c2cc([N+](=O)[O-])ccc2NCCO)cs1,-1,5%,-44%,-5%,-13%,4%,2%,-4%,0.0%,-2%,-13%
O=C(Nc1ccccc1)c1nc[nH]c1C(=O)NCCN(CCNC(=O)c1[nH]cnc1C(=O)Nc1ccccc1)CCNC(=O)c1[nH]cnc1C(=O)Nc1ccccc1,.,26%,-48%,7%,-18%,8%,2%,-9%,-0.1%,3%,-7%
Cc1cccc(NC(=O)CN(C)C(=O)c2ccc(N3CCCCCC3)c([N+](=O)[O-])c2)c1C,.,-14%,-28%,-7%,-13%,-13%,-12%,-8%,-0.7%,1%,-7%
COc1ccc(CCN=Cc2c(C)[nH]n(-c3ccc([N+](=O)[O-])cc3)c2=O)cc1OC,-4,-3%,0%,-5%,-4%,2%,2%,-2%,0.0%,-2%,0%
NC(=O)CSc1nc2ccccc2c(=O)n1Cc1ccco1,0,-12%,-1%,-3%,3%,1%,-2%,-7%,0.5%,-7%,2%
COc1ccccc1N1CCN(C(=O)c2sc3nc(C)nc(N4CCN(c5ccccn5)CC4)c3c2C)CC1,0,?,-78%,-2%,-14%,-7%,.,1%,-0.1%,2%,-26%
COc1ccc(CCC(C)Nc2cccc(F)c2)cc1 (centres undefined),3,-7%,2%,18%,-20%,1%,.,1%,0.3%,5%,-3%
COc1ccc(Oc2coc3cc(OC(=O)/C=C/c4ccccc4)ccc3c2=O)cc1,4,-15%,14%,-7%,3%,5%,0%,-4%,0.3%,3%,7%
Cc1ccc2oc(C(=O)N3CCN(C)C[C@@H]3C(C)C)c(C)c2c1,-2,-9%,30%,.,0%,15%,-5%,-4%,3.9%,-1%,4%
COc1ccc(NC(=O)c2ccc(NC3=NC4CS(=O)(=O)CC4S3)cc2)cc1 (centres undefined),1,10%,13%,4%,3%,0%,8%,0%,0.1%,0%,1%
COc1ccc(Cl)cc1C(=O)n1nc(C)cc1C,1,5%,-27%,.,2%,.,6%,-6%,.,.,.
CCCCC(=O)Nc1cc(OCC)c(NC(=S)NC)cc1OCC,-9,17%,26%,-5%,0%,-6%,5%,-3%,0.0%,1%,-1%
Cc1cc(Cn2nc(-c3ccccc3)cc2C(=O)NCc2cccc(C(F)(F)F)c2)on1,29,-44%,-59%,-5%,-17%,11%,?,.,0.4%,0%,-5%
O=C(CSCc1ccccc1)Nc1ccc(F)c(F)c1,?,-3%,-7%,?,2%,-3%,1%,-2%,0.2%,1%,?
COc1ccc(NC(=O)c2noc3c2CCCCC3)cc1,?,29%,?,20%,1%,1%,0%,-3%,0.0%,-3%,?
CC(C)(C)c1ccc(Oc2coc3cc(OCC(=O)O)ccc3c2=O)cc1,3,9%,-28%,0%,13%,3%,-11%,0%,-0.9%,2%,1%
Cc1ccccc1OCCC(=O)OCC(=O)Nc1cc(S(=O)(=O)N2CCOCC2)ccc1Cl,1,-16%,15%,-1%,-10%,-12%,-3%,-2%,0.0%,-7%,3%
Oc1ccc(N=Nc2nc(-c3ccccc3)c(-c3ccccc3)[nH]2)cc1,?,-9%,-82%,26%,?,0%,-3%,3%,2.4%,-2%,0%
O=C(Nc1ccccc1-c1ccccc1)c1ccc(Cl)c([N+](=O)[O-])c1,5,-8%,-105%[inhibitor],-7%,-8%,-17%,-4%,0%,-1.2%,0%,?
CC1CCN(C(=O)CNC(=O)Cn2ccc3ccccc3c2=O)CC1,.,-21%,1%,0%,1%,-2%,4%,0%,0.2%,1%,1%
Cc1ccc(OC(C)C(=O)Nc2ccccc2C(=O)N2CCN(C)CC2)cc1 (centres undefined),3,8%,0%,.,10%,3%,1%,-3%,-0.2%,1%,-2%
Cc1ccccc1N(CC(=O)NCc1ccc2c(c1)OCO2)C(=O)CCC(=O)Nc1ccccn1,3,-5%,-41%,0%,3%,-13%,1%,-2%,-0.5%,-1%,-5%
CCOC(=O)Cc1csc(NC(=O)NC2(C(F)(F)F)Oc3cc(Cl)c(Cl)cc3O2)n1,0,-25%,-24%,12%,-9%,5%,-12%,1%,-0.1%,0%,-3%
CC(=O)CCc1ccc(Oc2nc(-c3cccnc3)nc3ccccc23)cc1,21,5%,-28%,-6%,-6%,-13%,8%,-8%,0.1%,-1%,-15%
COc1ccc(S(=O)(=O)N(C)C[C@@H]2Oc3c(NS(=O)(=O)c4cn(C)cn4)cccc3C(=O)N([C@@H](C)CO)C[C@@H]2C)cc1,.,-4%,31%,1%,-3%,18%,5%,-1%,-0.2%,2%,8%
CCOCCCNC(=S)NCCNc1nc2c(C)cccc2cc1C#N,12,10%,-1%,-12%,260%[activator],-20%,6%,-2%,-0.6%,0%,-9%
N#Cc1ccc(OCC(O)CN2CCN(c3ncc(C(F)(F)F)cc3Cl)CC2)cc1 (centres undefined),1,0%,-65%,-25%,-2%,?,5%,-3%,0.3%,-14%,-13%
Cc1ccc(-n2c(-c3nn(C)c(C)c3Cl)n[nH]c2=S)cc1,-1,0%,2%,-2%,0%,9%,9%,-4%,-0.8%,3%,8%
CCc1cc(Cn2nc(-c3ccccc3)cc2C(=O)NCc2cccs2)on1,?,-33%,-50%,-10%,-13%,-8%,?,-3%,-0.7%,-11%,-12%
c1ccc(CN2C3=NCCN3c3ccccc32)cc1,3,0%,-12%,-5%,2%,2%,1%,-1%,-0.8%,2%,-1%
Cc1[nH]c2ccccc2c1C(C[N+](=O)[O-])c1cccc(O)c1 (centres undefined),-2,0%,-18%,2%,-6%,-13%,0%,-8%,0.1%,1%,-3%
COC(=O)c1ccccc1N/C=C/C(=O)c1ccc(Br)cc1,1,11%,51%,?,80%[activator],3%,2%,-2%,-0.3%,0%,18%
Cc1ccccc1CSCCNC(=S)Nc1ccccc1,?,19%,-17%,18%,0%,4%,8%,-1%,0.0%,2%,-7%
COc1cccc(OC)c1C(=O)Nc1ccccc1C(=O)N1CCCC1,-3,13%,-6%,0%,1%,-6%,10%,-10%,0.0%,3%,1%
COc1c(N2CCN[C@H](C)C2)c(F)cc2c(=O)c(C(=O)O)cn(C3CC3)c12,-2,.,-9%,12%,2%,5%,3%,-3%,-0.1%,0%,-5%
COc1ccc(S(=O)(=O)NCCCCCC(=O)O)cc1C(=O)O,-3,-11%,0%,2%,-1%,-2%,?,-2%,0.4%,1%,0%
CCOC(=O)CC1C(=O)NCCN1S(=O)(=O)c1ccc(Cl)cc1 (centres undefined),-1,10%,-1%,3%,-7%,-10%,-3%,0%,-0.3%,0%,-3%
CSc1cnn(-c2ccccc2)c(=O)c1SC,-6,18%[7.66 µM],9%,3%,-5%,-4%,.,-6%,0.3%,0%,1%
Cc1cc(NC(=O)c2ccc(Cl)cc2Cl)n(CCC#N)n1,1,31%,-28%,-2%,-2%,16%,-2%,-5%,-0.3%,0%,1%
CCOC(=O)C1=C(N)n2c(s/c(=C/c3ccco3)c2=O)=C(C(=O)OC)C1c1ccco1 (centres undefined),?,-45%[inhibitor],-86%,6%,-15%,-20%,-16%,-3%,0.4%,-9%,4%
